ARNT TACC3 PPI = disruptors of ARNT/TACC3 protein interaction, primary screen, biochemical, AlphaScreen, single concentration | AlphaScreen His-ARNT PAS-B/GST-TACC3 binding, luminescence; TACC3 fragment carries E629A point mutation | inhibition, % at 9.99 µM | 0.66% of 390,000 active | AID 623870, 2012;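 active = mean inhibition of replicates at least 50% and at least half of replicates each reaching 50%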;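 also: 0% = complete ARNT plus TACC3 wells and 100% = ARNT alone without TACC3; many hits fall short of the cut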
INS-1E GSIS act = GLuc luminescence reporter in INS-1E cells, primary screen for activators of glucose-dependent secretion of insulin | activation, % at 16.6 µM | INS-1E GLuc reporter insulin secretion, 2-3 h | 0.61% of 370,000 active;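 active = lowest replicate activation of at least 40%, so every replicate reaches that level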;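 also: 0% = median of neutral control wells and 100% = median of IBMX positive control wells; some compounds called inactive have numbers as strong as hits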
F508del corr = F508del CFTR correction, initial screen, CFBE line, single point; CFBE cells, YFP halide quenching; stimulated with forskolin plus potentiator P3; % fluorescence drop versus neutral controls; activity (quench increase), % at 7.58 µM; 0.36% of 350,000 active; AID 720511, 2013;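 active = mean added fluorescence quench of at least 8% versus neutral control, with both replicates also reaching 8%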;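 also: cells transiently co-express mutant CFTR-F508del with the halide-sensitive YFP; corrector assay measuring rescue of mutant channel to the surface after 24 h compound exposure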
Xi reactivation = activators of inactive X chromosome reactivation, primary screen, imaging, XiGFP fibroblasts, GFP high-content imaging, set 2. activation, % at 7.58 µM. 0.055% of 360,000 active. XiGFP mouse fibroblasts, % GFP-positive cells imaging, 3 d; cells co-treated with 5-aza-dC sensitizer; scaled so ellipticine positive control = 100%;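 active = mean normalized replicate activation at least 10% and every replicate at or above 10%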;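 also: 0% = median of on-plate neutral control wells and 100% = ellipticine 6 µM median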
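Material: XiGFP fibroblasts, SV40-immortalized. Buffer or medium: DMEM plus 5-aza-dC sensitizer. Compound: single concentration per compound, delivered by pin transfer. Times: 3 days compound exposure. Controls: ellipticine 6 µM.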
esBAF inh = Bmi1 luciferase reporter increase in mESCs, primary screen, esBAF inhibitor project, mouse ES cells, Bmi1 luciferase knock-in, single point; 24 h; 100% = twice the neutral-well signal; reporter increase, % at 12.5 µM; 2% of 350,000 active; in the data active = activation above about 40%;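 also: 0% = median of the plate's neutral control wells and 100% = double that signal; a rise in the Bmi1 reporter signal indicates esBAF inhibition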
RAD54 branch = inhibitors of human RAD54 branch migration, primary screen, biochemical, fluorescence, single point; inhibition, % at 10.4 µM; 0.14% of 360,000 active; RAD54 Holliday junction branch migration, FAM/BHQ fluorescence; DNA repair and recombination protein RAD54-like (Homo sapiens), Q92698;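 active = mean normalized replicate activity at least 40 and at least half of replicates scoring 40 or more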;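 also: 0% = median of neutral control wells and 100% = median of positive control wells; inhibitors cause a drop in the FAM fluorescence signal; in these data hits start at about 50%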
Target sequence (Q92698 whole entry, looked up): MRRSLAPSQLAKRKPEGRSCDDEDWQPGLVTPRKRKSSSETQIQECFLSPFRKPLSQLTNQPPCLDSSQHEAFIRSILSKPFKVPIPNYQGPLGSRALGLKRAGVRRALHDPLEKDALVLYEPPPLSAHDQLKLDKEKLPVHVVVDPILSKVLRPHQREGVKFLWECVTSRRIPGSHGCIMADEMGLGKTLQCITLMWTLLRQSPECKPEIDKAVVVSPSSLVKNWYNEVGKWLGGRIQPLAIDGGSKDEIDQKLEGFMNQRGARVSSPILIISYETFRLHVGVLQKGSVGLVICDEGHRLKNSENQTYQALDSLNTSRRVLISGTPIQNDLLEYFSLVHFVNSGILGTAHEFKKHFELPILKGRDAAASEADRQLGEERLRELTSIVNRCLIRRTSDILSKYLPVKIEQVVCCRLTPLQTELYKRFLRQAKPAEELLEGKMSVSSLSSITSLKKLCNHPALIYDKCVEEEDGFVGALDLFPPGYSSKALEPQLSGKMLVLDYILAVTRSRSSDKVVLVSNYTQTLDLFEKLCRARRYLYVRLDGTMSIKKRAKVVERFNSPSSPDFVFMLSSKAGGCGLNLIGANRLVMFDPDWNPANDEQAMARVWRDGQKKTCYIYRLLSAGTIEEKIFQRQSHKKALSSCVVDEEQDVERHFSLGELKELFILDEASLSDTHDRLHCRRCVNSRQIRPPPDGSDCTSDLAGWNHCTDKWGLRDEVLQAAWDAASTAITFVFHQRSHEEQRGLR
RAD52 anneal inh = RAD52 DNA annealing inhibitors, primary screen, biochemical, FRET, single point, set 2; DNA repair protein RAD52 homolog (Homo sapiens), P43351; recombinant RAD52 DNA annealing, FRET fluorescence; inhibition, % at 18.7 µM; 0.46% of 360,000 active;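 active = every replicate showing at least 50% inhibition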
ERAP1 HTS inh = human ERAP1 aminopeptidase inhibitors, primary screen, biochemical, single point, plate reader; AID 652197, 2013; inhibition, % at 10.7 µM; Endoplasmic reticulum aminopeptidase 1 (Homo sapiens), Q9NZ08; recombinant ERAP1, Leu-AMC fluorescence, 60 min; 0.15% of 340,000 active;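 active = mean replicate inhibition of at least 30%, or all replicates individually reaching that 30% level; inactive = mean below 30% and not every replicate reaching it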;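 also: 0% = neutral control wells and 100% = L-leucinethiol positive control wells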
* hit, by the source's call; · = not tested or not shown; & = joins results of further samples.

Each structure is followed by: ARNT TACC3 PPI	INS-1E GSIS act	F508del corr	Xi reactivation	esBAF inh	RAD54 branch	RAD52 anneal inh	ERAP1 HTS inh
COC(=O)c1cc(S(=O)(=O)N2CCCC2)c(Cl)cc1Cl
→ -1.2	9.0	0.0	0.1	1.0	-9.1	6.2	0.0
CNC[C@H]1OCc2ccccc2-c2ccccc2C(=O)N([C@H](C)CO)C[C@@H]1C
→ -3.3	0.3	0.6	0.4	-2.1	0.8	6.0	-0.3
O=C(NC1CCN(Cc2ccccc2)CC1)c1cccc(S(=O)(=O)Nc2ccc(F)cc2)c1
→ 1.3	-18.3	-0.4	0.2	3.9	-1.2	-6.2	-5.4
CO[C@@H]1CN(C)C(=O)c2cc(NC(C)=O)ccc2OC[C@@H](C)N(Cc2ccccc2C(=O)O)C[C@H]1C
→ -3.1	23.4	1.0	0.1	0.6	-17.8	2.0	-1.5
CC(=O)Nc1ccc(-c2ccnc(-c3ccc(NC(C)=O)cc3)n2)cc1
→ 2.2	0.9	-0.8	0.0	·	·	-43.0	1.5
COc1cccc(S(=O)(=O)N[C@H]2CC[C@H](CCn3cc(-c4ccccc4OC)nn3)O[C@@H]2CO)c1
→ 6.0	5.8	-1.4	0.0	3.3	-1.0	-10.6	-0.1
NS(=O)(=O)c1ccc(NC(=S)Nc2ccc(F)c(F)c2)cc1
→ -4.6	11.7	·	0.1	·	·	-4.4	-2.5
C#Cc1ccc([C@H]2C=C(C(=O)NCc3nc4ccccc4[nH]3)O[C@@H](OCCCCO)C2)cc1
→ 6.7	·	0.5	·	·	-1.9	-42.0	2.0
C[C@H](CO)N1C[C@H](C)[C@@H](CN(C)Cc2ccc(C(=O)O)cc2)OCc2ccccc2-c2c(n(C)c3ccccc23)C1=O
→ 0.1	6.5	-0.4	0.1	-1.2	10.5	4.6	-0.1
CCOC(=O)N1CCN(S(=O)(=O)c2ccc(C(=O)N(CCCN(C)C)c3nc4ccc(CC)cc4s3)cc2)CC1
→ -2.5	-45.9	0.4	0.0	-14.1	-0.9	7.8	-3.2
Cc1ccc([C@@H]2[C@@H]3C(=O)N(C)C(=O)[C@@H]3[C@]3(Cc4ccccc4)C(=O)N(CCO)CC(=O)N23)o1
→ -3.0	·	-1.2	0.2	12.2	-1.2	-13.3	-4.5
COc1ccc(S(=O)(=O)Nc2ccc3c(c2)C(=O)N([C@@H](C)CO)C[C@H](C)[C@H](CN(C)CC2CC2)O3)cc1
→ -2.1&-3.9	6.6&22.5	-0.4&-1.2	0.3&0.1	0.0&0.0	3.2&-2.2	15.9&-8.1	-1.3&-3.0
CCOc1ccccc1NC(=O)CSc1nnc(Cc2ccc(OC)cc2)c(=O)n1N
→ -3.4	3.3	2.0	0.0	1.2	-3.2	-2.3	2.9
Cc1noc(C)c1S(=O)(=O)Nc1ccc2c(c1)C(=O)N([C@H](C)CO)C[C@@H](C)[C@@H](CN(C)Cc1ccc3c(c1)OCO3)OCCCC[C@H](C)O2
→ 7.2	-11.9	0.2	0.1	-5.5	-2.7	-7.0	1.6
COc1ccccc1NC(=O)COC(=O)CCC(=O)c1cccs1
→ -2.3	4.4	2.0	0.1	5.8	-1.4	-2.7	-0.4
C=CCNC(=O)c1c(Br)cnn1-c1ccc(C)cc1
→ ·	15.7	1.6	0.0	·	·	-2.4	-4.1
Cc1ccc(OCc2cc(C(=O)NCCc3cccnc3)no2)cc1C
→ -7.7	-7.5	1.8	0.0	57.9*	1.4	-43.0	-2.3
Cc1cc(NC(=O)c2ccc(Cl)cc2)n(-c2ccccc2)n1
→ 4.0	20.9	-2.6	0.0	3.1	-1.5	-9.8	1.0
O=C(c1ccc(F)cc1)N1[C@H](CO)[C@@H]2c3ccccc3NC[C@@H]21
→ 17.3	-13.9	-0.2	0.0	23.7	-8.3	2.3	1.6
CCCCCCCCCCC[C@@H](C[C@@H]1OC(=O)[C@H]1CCCCCC)OC(=O)[C@H](CC(C)C)NC=O
→ -14.6	-10.3	-0.8	0.2	-0.9	-7.1	-71.0	-0.5
O=c1[nH]c(=S)[nH]c2nccnc12
→ -3.4	-3.8	3.4	0.0	-1.9	4.0	-19.3	-6.2
Cc1nnc(SCC2CCCO2)n1-c1ccccc1 (centres undefined)
→ -3.7	34.3	0.5	·	-1.8	-15.3	-13.2	-3.2
C/C=C/c1ccc([C@@H]2[C@H](CO)N(C(=O)NCCC)[C@H]2CNC(=O)C2CC2)cc1
→ 0.2	-1.1	1.2	0.3	-1.3	5.8	·	·
CC(C)(C)c1cc(-c2ccccc2)no1
→ -6.7	-5.4	2.5	0.4	·	·	-3.1	8.2
O=C(C1CCC1)N1CC(=O)N2[C@H](CO)[C@H](c3ccc(C#CCc4ccccc4)cc3)[C@H]2C1
→ ·	-19.4	3.4	0.2	·	·	5.0	1.1
Cc1ccc2nc(C3CCCCC3)[nH]c2c1
→ -3.1	5.0	1.3	0.1	12.4	2.5	-3.3	-0.7
CCC(C)NC(=O)Cn1cc2c(n1)CCC(C)C2 (centres undefined)
→ -7.1	9.9	-3.0	0.4	-0.8	10.7	-11.6	·
COc1ccc(Nc2nc(C)cc(C)c2C(N)=O)c(OC)c1
→ -1.0	-6.2	-3.5	·	-9.5	-1.7	-17.1	-6.5
CO[C@H]1CN(C)C(=O)c2cc(NC(C)=O)ccc2OC[C@@H](C)N(C(=O)c2ccccn2)C[C@H]1C
→ 9.0	-0.7	1.8	0.2	-1.6	-3.8	8.0	3.0
Cc1ccc(S(=O)(=O)Nc2ccc3c(c2)C(=O)N([C@@H](C)CO)C[C@H](C)[C@H](CN(C)C(=O)CCC(F)(F)F)OCCCC[C@H](C)O3)cc1
→ 32.1	-11.3	0.5	0.2	2.7	7.3	-12.6	3.0
O=C(Cn1ccnc1)c1ccc(O)c(O)c1
→ ·	-9.1	0.1	0.1	-3.6	-6.7	1.1	2.6
C[C@@H]1CCCCO[C@H](CN(C)S(=O)(=O)c2ccc(Cl)cc2)[C@@H](C)CN([C@@H](C)CO)C(=O)c2cc(NS(=O)(=O)c3ccc(F)cc3)ccc2O1
→ 1.7	-2.8	2.1	0.1	0.3	6.7	-14.8	3.9
CCCCC(c1nnnn1CC1CCCO1)N1CCN(c2ccccc2)CC1 (centres undefined)
→ 2.0	-9.4	1.2	0.0	·	·	-13.2	-1.5
CCc1ccc(N2CN=c3s/c(=C\c4ccccc4)c(=O)n3C2)cc1
→ -2.7	-5.4	-0.2	0.1	·	4.5	-7.6	-0.4
CC1(C(=O)NC2CCCCC2)CCC(=O)N1CC(F)(F)F (centres undefined)
→ ·	4.0	2.0	0.5	-0.3	15.6	3.3	0.7
CCCCOC(=O)CSC1=C(C#N)C(c2cccnc2)C(C(=O)OCC)=C(c2ccccc2)N1 (centres undefined)
→ -2.8	-22.1	·	0.0	·	·	-13.1	-7.7
CN(C)C(=O)c1ccc(-c2cccc(-c3nc(C(=O)N(C)C)cc4c3[C@@H](CCO)N([S@](=O)C(C)(C)C)C4)c2)cc1
→ 1.3	-12.1	-1.4	0.0	3.2	1.3	-73.0	1.5
COc1ccc(CN(C)C[C@H]2OCCCC[C@@H](C)Oc3ccc(NC(=O)c4ccncc4)cc3C(=O)N([C@@H](C)CO)C[C@@H]2C)cc1
→ 4.8	-13.6	-0.3	-0.1	0.9	13.7	13.3	-4.0
C[C@H](CO)N1C[C@H](C)[C@H](CN(C)C(=O)c2ccccc2)Oc2ncc(Br)cc2C1=O
→ -5.5	6.1	0.9	0.1	-2.5	4.3	-15.2	-0.8
O=C(CCN1C(=O)/C(=C/c2ccc(F)cc2)SC1=S)NCCCn1ccnc1
→ 10.3	-14.8	0.6	0.0	-7.7	4.4	-28.0	-2.5

As a short view, some entries already given.
Each structure is followed by: ARNT TACC3 PPI	INS-1E GSIS act	F508del corr	Xi reactivation	esBAF inh	RAD54 branch	RAD52 anneal inh	ERAP1 HTS inh
CCCCOC(=O)CSC1=C(C#N)C(c2cccnc2)C(C(=O)OCC)=C(c2ccccc2)N1 (centres undefined)
→ -2.8	-22.1	·	0.0	·	·	-13.1	-7.7
CN(C)C(=O)c1ccc(-c2cccc(-c3nc(C(=O)N(C)C)cc4c3[C@@H](CCO)N([S@](=O)C(C)(C)C)C4)c2)cc1
→ 1.3	-12.1	-1.4	0.0	3.2	1.3	-73.0	1.5
COc1ccc(CN(C)C[C@H]2OCCCC[C@@H](C)Oc3ccc(NC(=O)c4ccncc4)cc3C(=O)N([C@@H](C)CO)C[C@@H]2C)cc1
→ 4.8	-13.6	-0.3	-0.1	0.9	13.7	13.3	-4.0

Later entries:
Each structure is followed by: ARNT TACC3 PPI	INS-1E GSIS act	F508del corr	Xi reactivation	esBAF inh	RAD54 branch	RAD52 anneal inh	ERAP1 HTS inh
O=C(CCCCCNC(=O)N1CCn2c1nc1ccccc12)NCc1ccccc1Cl
→ 3.3	-9.2	-0.6	0.2	3.4	7.2	-0.2	-1.2
COc1ccc(CNC(=O)C[C@H]2CC[C@@H](NS(=O)(=O)c3cccc(OC)c3)[C@H](CO)O2)cc1
→ -14.2	11.1	-0.8	0.1	0.8	-1.3	-1.8	0.5
Cn1c(SCC(=O)NC2CC2)nnc1-c1ccccn1
→ 10.2	-8.2	-3.8	0.1	·	2.8	-13.8	9.2
OC(c1cccc(Cl)c1)c1nc(-c2cnc3ccccc3c2)cs1 (centres undefined)
→ ·	-10.7	-3.4	0.2	31.2	3.8	-3.7	6.7
CC(=O)Nc1ccc(OCC(O)CN2CCN(S(=O)(=O)c3ccc(NC(C)=O)cc3)CC2)cc1 (centres undefined)
→ -0.7	16.9	-1.0	·	-7.9	-6.2	-1.7	-3.5
C[C@H](CO)N1C[C@H](C)[C@@H](CN(C)C(=O)Nc2ccc(F)cc2)Oc2ccc(NC(=O)CCC(F)(F)F)cc2C1=O
→ -5.3	2.3	-1.1	0.4	5.2	14.1	4.8	0.5
CCC1CN(C(=O)NCc2cccc(OC)c2)c2ccccc2O1 (centres undefined)
→ 10.2	-4.4	-3.7	0.2	-2.2	9.7	-9.0	1.0
Clc1ccc(COn2ccnc2)cc1Cl
→ -22.9	-0.6	-1.5	0.1	·	·	-16.3	1.4
CN(C)S(=O)(=O)c1ccc(N2CCCC2)c(C(=O)OCC(=O)N2CCN(c3ccccc3)CC2)c1
→ ·	-30.9	4.1	-0.1	-6.7	·	-18.5	-1.7
Cn1c(N)c(C(=O)COC(=O)COc2ccccc2Cl)c(=O)n(C)c1=O
→ 3.1	-2.3	-0.4	0.1	5.3	4.4	-17.2	0.0
COc1ccc(NC(=O)Nc2cccc3c2O[C@@H](CN(C)CC2CC2)[C@H](C)CN([C@@H](C)CO)C3=O)cc1
→ -2.4	3.0	2.1	-0.8	5.8	4.2	8.7	-3.5
O=C(N[C@@H]1C=C[C@@H](CC(=O)N2CCOCC2)O[C@@H]1CO)c1cccc(F)c1
→ 12.7	-8.9	0.7	-0.2	1.1	-10.4	4.7	-0.7
NNC(=O)c1cccc(COc2cccc(Br)c2)c1
→ -6.1	-14.4	·	·	36.3	4.1	·	·
C[C@H]1CN([C@@H](C)CO)C(=O)Cc2cc(NC(=O)C3CC3)ccc2O[C@H]1CN(C)Cc1ccc(C(F)(F)F)cc1
→ 0.8	-7.4	-2.2	-0.1	-8.5	3.8	-4.8	0.0
CCc1nnc(NC(=O)c2ccc(S(=O)(=O)N3CCCCC3C)cc2)s1 (centres undefined)
→ -11.0	-8.2	·	·	9.4	-5.7	·	·
